MBNL1 CUG block – blocks human MBNL1 binding to CUG repeat RNA | AID 2675 | Q9NR56 | Potency, µM (highest dose often 57.5 µM), without a hit: top-dose activity change, negative = inhibition, most hits filed as inhibitors | TR-FRET MBNL1-His/biotin-(CUG)12 binding, 665/545 ratio | 280,000 tested, 0.036% active; active means well fitted inhibition curve with a large enough effect in the signal ratio, with a control signal flat, not every such curve was filed as active; inconclusive means small, poorly fitted or top-dose-only effect, or effect the other way, or a change in a side signal; inactive means no such curve, though single readings can be large or run the other way; the % refers to the signal ratio; further: on the % scale 0 is the no-effect control and ±100 the full control effect
Target sequence (Q9NR56 whole entry, looked up): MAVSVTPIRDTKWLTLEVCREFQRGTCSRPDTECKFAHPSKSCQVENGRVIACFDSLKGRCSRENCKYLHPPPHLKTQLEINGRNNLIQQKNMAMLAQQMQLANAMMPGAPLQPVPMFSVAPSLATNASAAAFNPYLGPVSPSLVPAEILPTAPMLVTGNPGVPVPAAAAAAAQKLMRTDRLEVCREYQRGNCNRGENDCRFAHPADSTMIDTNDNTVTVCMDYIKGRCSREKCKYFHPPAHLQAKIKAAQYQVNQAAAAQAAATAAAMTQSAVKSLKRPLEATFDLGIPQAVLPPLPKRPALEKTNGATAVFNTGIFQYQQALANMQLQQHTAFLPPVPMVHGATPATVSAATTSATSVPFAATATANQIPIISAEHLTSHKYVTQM
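Inhibition of protein-RNA binding appears as loss of TR-FRET between terbium anti-His antibody on MBNL1-His and streptavidin-XL665 on biotin-(CUG)12. Activity is normalized to buffer-only and uninhibited-complex controls.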
p53 reactivator – re-activators of mutant p53. H1299 p53-A138V BP100-luciferase reporter, luminescence, 24 h. Potency, µM (titrated, usually from 92.2 µM), for the others: at the highest dose activity change, positive = activation, usual class: activators. 320,000 tested, 0.063% active; further: % of control where 0% means no effect; nearly all actives have a fitted effect of over 45% in size
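p53-null H1299 cells stably carrying temperature-sensitive p53-A138V and a BP100-luciferase reporter were pinned with compounds (4-point, 1:5 series) and held 24 hrs at 37 deg C. Luminescence was read 10 min after detection reagent.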
RORgamma inh – ROR gamma (mouse) transcription inhibition. Potency, µM (highest dose often 53.6 µM), inactives show top-dose activity change, negative = inhibition, actives largely listed as inhibitors. Drosophila S2 Gal4-RORgamma UAS-luciferase reporter, 20 h. P51450. 310,000 tested, 5.4% active; further: on the % scale 0 is the no-effect control and ±100 the full control effect; nearly all actives have a fitted effect of over 60% in size
Target sequence (P51450 whole entry, looked up, the tested form may be a part): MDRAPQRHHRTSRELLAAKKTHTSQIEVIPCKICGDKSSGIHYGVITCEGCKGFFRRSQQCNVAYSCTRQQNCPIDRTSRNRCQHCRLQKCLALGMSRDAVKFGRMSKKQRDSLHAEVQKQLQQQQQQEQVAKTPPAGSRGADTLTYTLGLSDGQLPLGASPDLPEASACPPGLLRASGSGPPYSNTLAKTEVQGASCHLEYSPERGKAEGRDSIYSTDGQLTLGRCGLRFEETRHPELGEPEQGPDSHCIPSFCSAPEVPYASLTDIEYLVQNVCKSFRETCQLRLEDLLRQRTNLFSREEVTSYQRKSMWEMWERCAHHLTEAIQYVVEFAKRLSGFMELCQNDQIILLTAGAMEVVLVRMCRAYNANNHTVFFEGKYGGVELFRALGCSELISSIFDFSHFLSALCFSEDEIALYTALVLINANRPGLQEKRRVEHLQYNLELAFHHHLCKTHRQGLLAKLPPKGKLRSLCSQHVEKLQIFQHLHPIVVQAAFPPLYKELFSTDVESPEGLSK
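Stable Schneider cell line, Gal4 DNA-binding domain fused to ROR gamma, UAS-luciferase. Cmpd 1 hr RT → CuSO4 700 uM final → 20 hr RT → luciferase reagent 10 min → luminescence.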
FLuc counter – counter-screen for miR-21 project: firefly luciferase inhibitors or activators; Potency, µM (titrated, usually from 57.5 µM), inactives show at the highest dose activity change, negative = inhibition, hits mostly inhibitors; AID 588342; 360,000 tested, 6.9% active; purified FLuc, Km substrates, luminescence inhibition;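 further: plate controls were vehicle for no effect and reference inhibitor for full effect; nearly all actives have a fitted effect of over 55% in size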
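Biochemical qHTS of compounds, final roughly 60 µM downward over six points, against 10 nM purified firefly luciferase using Km concentrations of substrates (10 uM D-luciferin, 10 uM ATP) in Tris acetate pH 7.5 buffer; luminescence output.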
NPC1 promoter act – activates the NPC1 promoter | Huh7 NPC1 promoter luciferase reporter, 24 h | Potency, µM (doses to about 9.22 µM), without a hit: at the highest dose activation, usual class: activators | AID 485313 | 320,000 tested, 2.4% active;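 further: % of control where 0% means no effect; nearly all actives have a fitted effect of over 60% in size; reporter is driven by a mutant NPC1 promoter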
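Stable NPC1-promoter luciferase Huh7 line; cpd (DMSO) 24 h, 37 °C, 5% CO2; Amplite luciferase reagent 10 min RT; luminescence readout. qHTS format.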
uPA surface inh – inhibitors of cell surface uPA generation; cell surface uPA generation assay, qHTS; 330,000 tested, 0.31% active; Potency, µM (titrated, usually from 38.3 µM), for the others: at the highest dose activity change, negative = inhibition, usual class: inhibitors; active means well fitted inhibition curve with a large enough effect; inconclusive means small, poorly fitted or top-dose-only effect; inactive means no such curve, though single readings can be large or run the other way; tested in mouse RAW 264.7 cells; further: on the % scale 0 is the no-effect control and ±100 the full control effect; nearly all actives have a fitted effect of over 55% in size
BRCA1 expr act – BRCA1 expression activation. MCF7-BRCA1-FFLuc reporter, luminescence, 48 h; response scale: scaled: vehicle 0%, 10 µM genistein 100%. AID 624202. Potency, µM (titrated, usually from 46.1 µM), for inactives: at the top dose activation, usual class: activators. 380,000 tested, 1.1% active; further: nearly all actives have a fitted effect of over 80% in size; some results filed as inactive show a strong effect at the top dose
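MCF7 cells carrying a BRCA1-firefly luciferase reporter (2000 cells/well, phenol-red free MEM) were attached for 2 h at 37 °C, then given compounds for 48 h. Luminescence was read 15 min after luciferase reagent; activity normalized to genistein (10 microM) and DMSO.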
Rab9 prom act – Rab9 promoter activation; Huh7 Rab9 promoter-luciferase reporter, luminescence, 24 h; Potency, µM (highest dose often 9.22 µM), for inactives: at the top dose activation, negative = inhibition, usual class: activators; 320,000 tested, 2.8% active; further: % of control where 0% means no effect; nearly all actives have a fitted effect of over 60% in size
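Cell-based reporter: Huh7 stable for Rab9 promoter-driven luciferase, plated in reduced-serum medium with 10% FBS at 1500 cells/well, compound-treated 24 h at 37 °C, luminescence read after 10 min reagent.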
Gal4-VP16 FLuc – Gal4-VP16 reporter inhibition counter-screen; Potency, µM (highest dose often 53.6 µM), without a hit: at the top dose activity, negative = inhibition, hits mostly inhibitors; Drosophila S2 Gal4-VP16 UAS-luciferase, luminescence, 20 h; 310,000 tested, 3.5% active; AID 2546;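 further: Gal4-VP16 expression switched on by copper sulfate through the metallothionein promoter; on the % scale 0 is the no-effect control and ±100 the full control effect; nearly all actives have a fitted effect of over 50% in size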
ELG1 genotox – induces genotoxicity in HEK293T cells with luciferase-tagged ELG1 | HEK293T ELG1-luciferase reporter, luminescence, 16 h | Potency, µM (titrated, usually from 46 µM), without a hit: at the top dose activity change, positive = activation, hits mostly activators | 330,000 tested, 1.3% active | AID 504466; further: % of control where 0% means no effect; nearly all actives have a fitted effect of over 60% in size
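Step 1: seed 2,000 HEK293T ELG1-luciferase cells per well. Step 2: add compound or DMSO, incubate 16 hr at 37 °C. Step 3: ONE-Glo, 30 min at room temperature, read luminescence.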
Numbers without * were called inactive; ? = inconclusive; . = not tested or not shown; [ ] = remark or other dose. Unless noted, the call rests on the fitted dose curve; in most records, active means well fitted curve in the direction sought with a large enough effect; inconclusive means small, poorly fitted or top-dose-only effect, or another doubt; inactive means no such curve, though single readings can be large; an effect the other way counts as inactive or inconclusive. Potency means the concentration at half of the fitted maximal effect.

compound	NPC1 promoter act	MBNL1 CUG block	uPA surface inh	ELG1 genotox	BRCA1 expr act	p53 reactivator	RORgamma inh	FLuc counter	Rab9 prom act	Gal4-VP16 FLuc
COc1ccc(CCNC(=O)CN(c2ccc(C)cc2)S(=O)(=O)c2c(C)noc2C)cc1OC	1.7%	-11.9%	-2.4%	-0.7%	-22.0%	-10.0%	18.0%	5.5%	10.4%	1.5%
CSCCC(NC(=O)CCNC(=O)c1ccccc1Cl)c1nc2ccccc2[nH]1 (stereo not given)	-11.4%	.	20.0%	3.2%	-8.7%	-5.5%	.	5.2%	-1.4%	.
CC(=O)N(CCCNC(=O)c1ccccc1)C(=O)c1ccccc1	7.9%	.	-6.7%	-0.5%	21.1%	1.7%	.	1.5%	-1.2%	.
Cc1ccc(N(CC(=O)NCC2CCCO2)C(=O)CCC(=O)Nc2ccccn2)cc1C (stereo not given)	-0.1%	2.0%	-1.1%	16.2%	0.0%	4.0%	20.0%	2.5%	-5.2%	-1.0%
O=[N+]([O-])c1cccnc1NCCNc1ncc(C(F)(F)F)cc1Cl	3.55µM*	?	10.3%	?	2.51µM*	27.5%	61.3%	10.7µM*	2.24µM*	5.7%
Cc1ccc(C2(C)NC(=O)N(CC(=O)Nc3cc(S(=O)(=O)N4CCCCC4)ccc3OC(C)C)C2=O)cc1 (stereo not given)	-2.4%	.	0.6%	-15.1%	-37.7%	2.5%	.	0.2%	-1.3%	.
COC(=O)CCC(=O)c1oc2ccc(Cl)cc2c1NC(=O)CCCN1C(=O)c2ccccc2C1=O	1.0%	10.1%	0.3%	-4.3%	-1.3%	1.2%	-14.0%	-2.4%	-0.4%	-8.0%
O=C(NCCCN1CCCCCC1)c1ccc(CS(=O)(=O)Cc2ccccc2F)o1	-2.4%	39.8µM*	10.3%	-7.7%	-4.1%	-14.8%	6.3%	2.2%	-0.2%	-0.9%
C(=N\Nc1nc(N2CCOCC2)nc(N2CCOCC2)n1)/c1ccncc1	-1.3%	4.5%	0.3%	-0.4%	-30.8%	-6.6%	0.5%	?	-7.7%	-12.2%
Cc1nn(CC(=O)NNC(=O)c2ccc(Br)cc2)c(C)c1[N+](=O)[O-]	-2.5%	.	6.0%	1.2%	-10.0%	-5.7%	.	.	-0.1%	.
Cc1ccccc1CSCC(=O)c1c(N)n(C)c(=O)n(C)c1=O	0.2%	4.1%	-5.2%	?	62.9%	21.3%	?	-13.9%	?	23.4%
CCc1ccc(CNC(=O)CCCn2nc(C)n3ccnc3c2=O)cc1	-3.9%	-4.8%	?	8.7%	19.3%	.	-23.7%	-2.7%	0.6%	-6.3%
CN(C)CCn1nnc2c(=O)oc3ccccc3c21	-1.0%	-6.2%	7.9%	0.2%	-34.7%	-3.0%	7.6%	-0.7%	-13.8%	-12.6%
Cc1ccc(NC(=O)CS(=O)CC(=O)NCCCN(C)c2ccccc2)cc1 (stereo not given)	6.9%	7.7%	5.4%	1.3%	-0.5%	-1.1%	4.0%	0.5%	-0.1%	3.4%
CC(C)[C@H](NC(=O)c1ccco1)C(=O)OCC(=O)N(C)c1ccccc1	-7.7%	.	6.6%	-0.6%	3.4%	0.5%	10.6%	-3.0%	1.2%	0.9%
NCCc1nnc(SCC(=O)Nc2ccc(Br)cc2)o1	-5.5%	-6.5%	-3.0%	10.5%	-9.0%	-0.8%	21.3%	-0.2%	-3.5%	0.2%
Cc1cc(=O)[nH]c(SC(C)C(=O)Nc2cccc3ccccc23)n1 (stereo not given)	0.9%	4.3%	2.2%	-0.4%	-2.9%	0.2%	?	0.9%	1.1%	10.2%
C/C(=N\Nc1ccccn1)c1ccc2c(c1)OCO2	?	5.8%	2.3%	?	64.5%	15.9%	?	21.3µM*	3.16µM*	?
CC1CN(c2cc3nccnc3cc2F)CC(C)O1 (stereo not given)	-5.5%	?	.	-3.6%	-14.7%	17.5%	-15.1%	3.5%	-9.1%	-1.3%
O=C(Cn1nc(C(=O)O)c2ccccc2c1=O)Nc1cccc(Br)c1	-1.3%	8.6%	-0.7%	1.5%	-8.9%	1.8%	6.4%	-3.2%	-4.8%	-11.3%
CCCCc1ccc(Nc2ncnc3nc[nH]c23)cc1	?	1.8%	?	8.2µM*	4.47µM*	?	?	10.7µM*	?	-5.4%
COc1ccc(NC(=O)COc2coc(CN3CCc4ccccc43)cc2=O)cc1	-2.6%	.	1.6%	4.6%	-1.1%	5.5%	.	-1.1%	-5.3%	.
O=C(CSc1ccc(-c2ccco2)nn1)Nc1ccccc1F	-0.6%	17.8%	-0.8%	-4.8%	-3.2%	8.7%	-5.5%	?	3.6%	21.5%
COc1cc(S(=O)(=O)NCCN2CCOCC2)ccc1-n1cnnn1	-1.1%	-6.1%	3.7%	-11.1%	6.5%	-4.6%	18.7%	-0.5%	-1.1%	0.3%
COc1ccc(Cl)cc1NC(=O)[C@@]1(CC(=O)O)CC(/C=C/c2ccccc2)=NO1	-1.8%	13.1%	12.4%	2.9%	-3.2%	-0.3%	-8.4%	1.3%	-10.8%	-4.6%
COc1ccc(C(=O)Nc2cccc(S(C)(=O)=O)c2)cc1OC	-1.4%	-4.5%	0.8%	4.8%	-2.5%	15.8%	22.1%	?	0.8%	14.2%
C=COCCNC(=O)Nc1ccc(Cl)cc1Cl	0.1%	8.0%	2.0%	-1.7%	4.8%	-3.9%	22.4%	2.4%	2.8%	2.0%
CCCCCC(=O)Nc1ccc(S(=O)(=O)Nc2cc(OC)nc(OC)n2)cc1	1.9%	-2.1%	-0.2%	0.3%	0.9%	-2.9%	11.6%	-0.4%	8.0%	-2.3%
CCc1ccc(-c2cc(C(F)(F)F)n3nc(C(=O)Nc4cnn(Cc5ccc(C)cc5)c4)cc3n2)s1	-1.2%	1.7%	.	?	-88.3%	1.5%	?	0.2%	2.3%	?
O=S(=O)([N-]c1nc2ccccc2nc1-[n+]1ccc(CCCc2ccccc2)cc1)c1cccs1	-3.8%	?	-1.3%	-9.4%	0.0%	-8.4%	42.3%	6.8%	-1.6%	2.1%
CC(OC(=O)c1ccc(S(=O)(=O)NCc2ccco2)cc1)C(=O)Nc1ccccc1 (stereo not given)	.	.	-1.8%	0.2%	-33.4%	-2.1%	.	.	.	.
CCN(CC)S(=O)(=O)c1cccc(NC(=O)c2ccc(-n3nc(C)cc3C)cc2)c1	-3.9%	-14.9%	-14.1%	-7.7%	-69.6%	-6.6%	?	-2.1%	-13.6%	-12.8%
Cc1ccc(S(=O)(=O)N(CC2CO2)c2cc(Cl)ccc2Cl)cc1 (stereo not given)	0.5%	-0.1%	-2.6%	-3.2%	-41.7%	2.5%	-3.0%	12.2%	-0.8%	5.6%
Cc1c([N+](=O)[O-])c([N+](=O)[O-])nn1CC(=O)N1CCOCC1	1.1%	?	1.1%	-1.8%	0.0%	2.5%	-39.2%	-1.2%	-6.7%	2.7%[10 µM]
O=C(Cn1nc(C(F)(F)F)c2c1CCCC2)NC1CCCC1	4.9%	-9.6%	6.4%	-3.8%	-6.7%	-5.1%	8.6%	-2.6%	3.8%	7.0%
Cc1ccc(CC(=O)NC2CCSC2=O)cc1 (stereo not given)	1.2%	-5.0%	3.4%	1.0%	-0.8%	-0.9%	20.5%	-2.5%	-11.2%	-18.3%
O=C(Nc1ccccc1)c1ccc(Br)o1	16.0%	23.3%	-9.9%	17.3%	2.3%	18.0%	10.8%[96.6 µM]	?	14.6%	22.2%[96.6 µM]
CCc1ccc(NC(=S)Nc2cc(C(=O)O)ccc2N2CC3CC(C2)c2cccc(=O)n2C3)cc1 (stereo not given)	-1.4%	2.2%	1.2%	14.8%	79.8%	7.9%	10µM*	?	-4.9%	?
CSc1cccc(NC(=S)N2CCCN(Cc3ccc(F)cc3)C2)c1	-5.0%	0.0%	2.2%	-0.5%	-41.0%	-0.8%	?	5.9%	-5.7%	-2.8%
NNC(=O)CCN1CCCCC1	-4.1%	-1.5%	8.5%	0.8%	-4.6%	0.2%	5.2%	-0.6%	-1.4%	-15.9%
Cc1ccc(-n2c([S-])c(C(=O)Nc3ccc(OC(F)F)cc3)[n+]3ccc(C(=O)NCCO)cc23)cc1C	0.4%	50.1%[activator]	-4.0%	6.4%	-8.3%	4.4%	8.2%	-1.1%	-0.9%	-15.1%
CCOc1ccccc1C(=O)Nc1cc(C(=O)NCCc2ccccc2)ccc1Cl	11.4%	-7.4%	-5.1%	1.2%	15.7%	-0.8%	16.3%	?	19.6%	0.0%
O=C(NCCN1CCOCC1)c1cccc(S(=O)(=O)Nc2cc(Cl)ccc2Cl)c1	-3.0%	.	-25.6%	-0.6%	-5.0%	0.4%	.	1.1%	-6.5%	.
COc1ccc(CCn2c(=S)[nH]c3cc(C(=O)N4CCOCC4)ccc3c2=O)cc1OC	5.9%	31.6%[activator]	21.9%	5.1%	-5.7%	1.3%	-3.3%	-5.2%	-4.0%	-6.4%[10 µM]

Compound activity deposited in PubChem by National Center for Advancing Translational Sciences (NCATS).
